SENP8 block-1: SENP8 protease inhibitors, primary screen, biochemical, luminescence; Sentrin-specific protease 8 (Homo sapiens), Q96LD8; inhibition, % at 10 µM; purified SENP8, Z-RLRGG-aminoluciferin cleavage; AID 2540, 2010; 330,000 compounds, 1.2% hits; in the data active = inhibition above about 50%
Target sequence (Q96LD8 whole entry, looked up): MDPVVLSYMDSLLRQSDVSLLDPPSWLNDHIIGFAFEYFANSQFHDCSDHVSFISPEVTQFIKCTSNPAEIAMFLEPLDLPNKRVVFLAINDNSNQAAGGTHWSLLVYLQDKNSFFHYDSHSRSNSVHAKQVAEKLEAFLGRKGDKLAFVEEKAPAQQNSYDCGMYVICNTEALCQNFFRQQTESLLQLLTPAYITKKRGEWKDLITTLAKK
HKDC1 inh: HKDC1 hexokinase inhibitors, primary screen, biochemical, fluorescence, uHTS. Q2TB90. recombinant HKDC1, G6PDH/diaphorase resazurin coupled fluorescence. inhibition, % at 20 µM. 340,000 compounds, 0.16% hits. AID 493160, 2011;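 active = inhibition above about 35% when tested at 20 µM, limit read from the data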;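 also: plate controls were DMSO wells with enzyme for no effect and DMSO wells lacking enzyme for full effect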
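Material – in-house recombinant HK5 (HKDC1) enzyme · Quantity – HKDC1 at 5 µg/mL · Buffer or medium – pH 8.0 Tris buffer with 10 mM MgCl2 · Reagent – glucose with 1 mM ATP · Dosing – single 20 µM dose · Times – reaction time 90 min, room temperature, protected from light · Technique – resorufin fluorescence at 613 nm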
SENP7 block: SENP7 protease inhibitors, primary screen, biochemical, luminescence, uHTS | Sentrin-specific protease 7 (Homo sapiens), Q9BQF6 | recombinant SENP7, Z-RLRGG-aminoluciferin luminescence, 40 min | inhibition, % at 5 µM | 330,000 compounds, 1.5% hits;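 active = inhibition above about 50% at the single test dose, limit read from the data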;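 also: plate controls were DMSO with enzyme for no effect and no enzyme buffer wells for full effect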
SENP6 block: SENP6 protease inhibitors, primary screen, biochemical, luminescence, uHTS | Sentrin-specific protease 6 (Homo sapiens), Q9GZR1 | Recombinant SENP6 catalytic domain, aminoluciferin luminescence | inhibition, % at 10 µM | 330,000 compounds, 1.8% hits | AID 2599, 2010;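 active = inhibition above about 50% at the single tested dose, limit read from the data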;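 also: plate controls were DMSO wells with enzyme for no effect and DMSO wells lacking enzyme for full effect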
Target sequence (Q9GZR1 628-1112 limits assumed): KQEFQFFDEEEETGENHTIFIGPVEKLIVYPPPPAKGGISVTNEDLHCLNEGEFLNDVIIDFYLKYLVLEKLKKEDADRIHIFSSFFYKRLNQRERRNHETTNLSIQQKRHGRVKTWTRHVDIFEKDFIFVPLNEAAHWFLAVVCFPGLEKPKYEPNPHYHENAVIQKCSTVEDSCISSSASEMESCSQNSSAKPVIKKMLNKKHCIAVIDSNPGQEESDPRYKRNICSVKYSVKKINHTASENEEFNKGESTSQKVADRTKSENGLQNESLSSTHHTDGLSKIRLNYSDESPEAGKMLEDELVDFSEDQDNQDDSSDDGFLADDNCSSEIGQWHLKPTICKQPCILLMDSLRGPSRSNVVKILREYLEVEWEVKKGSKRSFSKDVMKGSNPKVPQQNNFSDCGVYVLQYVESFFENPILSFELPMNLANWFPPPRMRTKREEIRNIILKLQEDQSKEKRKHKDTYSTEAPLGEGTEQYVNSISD
SENP8 block-2: human SENP8 protease inhibitors, primary screen, biochemical, fluorescence, Nedd8 protein substrate, uHTS; Sentrin-specific protease 8 (Homo sapiens), Q96LD8; recombinant SENP8; inhibition, % at 20 µM; 360,000 compounds, 0.64% hits; AID 602440, 2012; in the data active = inhibition mostly above about 40%, no sharp cut-off; inactive = mostly below about 27%
SENP1 FRET inh: human SENP1 catalytic domain inhibitors, primary screen, biochemical, FRET, uHTS | 360,000 compounds, 0.21% hits | Sentrin-specific protease 1 (Homo sapiens), Q9P0U3 | inhibition, % at 10 µM | AID 624204, 2012 | recombinant SENP1 catalytic domain, CyPet-SUMO1-YPet FRET cleavage;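 active = inhibition at least 30% at 10 µM, raw YFP signal under a set limit, fluorescence ratio 0.5 to 1.5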;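 also: 0% = enzyme with DMSO and 100% = no enzyme wells; some results filed as inactive read as strong as hits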
Target sequence (Q9P0U3 419-644 limits assumed): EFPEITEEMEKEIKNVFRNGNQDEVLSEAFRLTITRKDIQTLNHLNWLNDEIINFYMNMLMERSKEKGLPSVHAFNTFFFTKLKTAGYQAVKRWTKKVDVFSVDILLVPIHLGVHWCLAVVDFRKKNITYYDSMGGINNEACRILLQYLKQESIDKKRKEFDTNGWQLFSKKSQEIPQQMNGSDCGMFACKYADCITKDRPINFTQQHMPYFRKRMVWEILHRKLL
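Material – human SENP1 catalytic domain · Input – SENP1 enzyme, 20 pM final · Compound dosing – single concentration of 10 µM compound, 0.5% DMSO final · Timing – enzyme reaction for 50 min at room temperature, dark · Measured by – FRET fluorescence in CFP and YFP emission channels · Control set – no-enzyme wells low, DMSO-plus-enzyme wells high control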
PfGluPho inh: PfG6PD enzyme inhibitors, primary screen, biochemical, fluorescence intensity, uHTS | 350,000 compounds, 0.78% hits | inhibition, % at 20 µM | glucose-6-phosphate dehydrogenase-6-phosphogluconolactonase (Plasmodium falciparum 3D7) | PfGluPho enzyme, NADPH resazurin-diaphorase fluorescence;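 active = inhibition reaching at least a set limit at 20 µM in the primary screen, cut at about 59% in these data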;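 also: 0% = DMSO wells with substrate and 100% = DMSO wells lacking glucose-6-phosphate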
Apaf-1 inh: inhibitors of human Apaf-1 apoptosome, primary screen, biochemical, DEVD-Rh110 fluorescence, uHTS. Apoptotic protease-activating factor 1 (Homo sapiens), O14727. AID 489030, 2010. inhibition, % at 20 µM. reconstituted apoptosome caspase-3 activity. 330,000 compounds, 0.71% hits; active = inhibition of at least 40% at 20 µM;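 also: plate controls were DMSO wells for no effect and DEVD-CHO caspase inhibitor wells for full effect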
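System – cell-free apoptosome with Apaf-1, procaspase-3 and caspase-9 · Buffer or medium – pH 7.5 Hepes buffer with CHAPS, BSA, DTT · Also added – cytochrome c with DEVD-Rh110 · Times – 30 min compound preincubation, 50 min activation, room temperature · Technique – Rh110 fluorescence intensity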
* hit, by the source's call; / = not tested or not shown.

item | mol | SENP8 block-2 | SENP8 block-1 | SENP7 block | Apaf-1 inh | HKDC1 inh | PfGluPho inh | SENP1 FRET inh | SENP6 block
1 | FC(F)(F)c1ccc(CN2C[C@@H]3C(c4ccccc4)C4(c5cccnc5)CC3(C4)[C@H]2c2ccccc2)cc1 (stereo partly drawn) | 10 | -13 | -5 | 19 | -1 | 33 | -4 | -2
2 | COc1ccc(S(=O)(=O)c2ccccc2)cc1NS(=O)(=O)c1cccc(C(=O)O)c1 | 1 | -8 | -9 | 6 | 13 | -4 | -1 | 4
3 | CCCn1nc(C(=O)Nc2nc(-c3ccccn3)cs2)c2ccccc2c1=O | -8 | -8 | -3 | 0 | 7 | -9 | -4 | 1
4 | CCn1cc(/C=C(\NC(=O)c2ccccc2OC)C(=O)NCCCN2CCOCC2)c2ccccc21 | -5 | 6 | 4 | 7 | 0 | 8 | -2 | 7
5 | O=C(Nc1ccccc1C(=O)N/N=C/c1ccccc1)c1ccco1 | -52 | -11 | -9 | 3 | -1 | -4 | 1 | -13
6 | Cc1ccc(CSCC(=O)N2CCN(Cc3ccc4c(c3)OCO4)CC2)cc1 | 22 | -6 | -6 | 18 | 5 | 1 | 0 | 10
7 | COc1cccc(CC(Cc2nc3ccccc3[nH]2)c2nc3ccccc3[nH]2)c1 (stereo not drawn) | -157 | -8 | -6 | 16 | 50* | 9 | -20 | -7
8 | COc1ccccc1-n1nnnc1SC(C)C(=O)NC1CCCC1 (stereo not drawn) | 8 | 2 | 4 | 6 | -6 | -5 | 0 | -4
9 | CCN(CC(=O)NCc1cccs1)C(=O)c1cccc(S(=O)(=O)Nc2ccc(F)cc2)c1 | 12 | / | / | / | -2 | -4 | -1 | /
10 | N#Cc1nc(-c2ccco2)oc1NCc1ccco1 | -293 | 1 | 7 | -28 | -12 | -3 | 1 | 10
11 | OCC[C@@H]1C[C@H](O)[C@@H](O)[C@]2(Cc3ccccc3CCO2)O1 | 14 | -2 | -2 | -11 | -2 | -10 | 0 | -12
12 | O=C(c1ccc(F)cc1)N1CCN(c2ccc(N3CCOCC3)nn2)CC1 | -468 | 0 | 7 | -18 | -7 | -7 | -15 | -7
13 | COc1ccc(C(=O)OCC(=O)c2ccc(Br)s2)c(OC)c1 | 1 | 3 | -4 | 18 | -1 | 7 | 3 | -2
14 | Oc1ccccc1C1=NN(c2ccccc2)C(c2ccccc2)C1 (stereo not drawn) | -292 | -12 | 7 | 18 | 3 | 12 | -69 | -10
15 | O=C(Nc1cccc2ncccc12)C12CC3CC(CC(C3)C1)C2 | -33 | 6 | 6 | 13 | -1 | 8 | -1 | 4
16 | CC(=O)CN1Cc2ccccc2/C1=N\C(=O)Nc1ccccc1 | 14 | -6 | -1 | -11 | -4 | 0 | -22 | -19
17 | O=C(NNS(=O)(=O)c1ccc2ccccc2c1)C1CCN(Cc2ccccc2)CC1 | 19 | / | / | / | -5 | -2 | 0 | /
18 | CC(C)CC(=O)NC(=S)Nc1cc(C(=O)O)ccc1Cl | 14 | -16 | -2 | -1 | 17 | -32 | 0 | -18
19 | CCCN(CC(=O)Nc1ccccc1OC)C(=O)c1cccc(S(=O)(=O)Nc2ccc(OC)cc2)c1 | 21 | 9 | -3 | 5 | 2 | 2 | 3 | -1
20 | CC(=O)Nc1ccc(N(C(=O)Cc2cccs2)C(C(=O)NC2CCCC2)c2ccncc2)cc1 (stereo not drawn) | 18 | -7 | -6 | 11 | -5 | -11 | 0 | -15
21 | Cc1cc(C(=O)Nc2ccc3c(c2)OCO3)cs1 | 3 | 50 | 73* | -4 | -7 | 39 | 0 | 64*
22 | CN(C)CCCN=Cc1c(-c2ccccc2)[nH]n(-c2nc3ccccc3s2)c1=O | -41 | 2 | 1 | 11 | -4 | 8 | -1 | 35
23 | Cc1ccc(-n2[nH]c(C)c(C=Nc3ccc4[nH]c(=O)[nH]c4c3)c2=O)cc1C | 35 | -7 | 6 | -2 | -1 | 10 | 0 | 15
24 | CCn1c(CN2CCN(Cc3ccc(C)cc3)C(CCO)C2)nc2ccccc21 (stereo not drawn) | -2 | 0 | 9 | -1 | 0 | -11 | -4 | -18
25 | CC(Oc1ccc(F)cc1)C(=O)Nc1cc(Cl)ccc1-n1cncn1 (stereo not drawn) | 9 | -4 | 0 | 5 | -2 | 1 | 1 | -17
26 | CCOC(=O)c1c(NC(=O)COC)sc(C)c1C | -35 | -8 | 5 | 6 | 1 | 0 | 3 | -25
27 | COc1ccc(C(=O)Nc2cc(OC)c(Cl)cc2Cl)cc1 | -12 | 2 | 3 | 6 | 0 | -17 | 0 | 0
28 | CCCC(=O)NC(c1ccccc1OC)c1ccc2cccnc2c1O (stereo not drawn) | 16 | -8 | -8 | -7 | -17 | -19 | 2 | 1
29 | C#CCOCCOCCOCCNc1nc(N2CCN(C(=O)CCCCCCCCCCNC(=O)Cn3cc(CCCCCN)nn3)CC2)nc(N2CCN(C(=O)CCCCCCCCCCNC(=O)[C@H]([C@@H](C)CC)n3cc(CCCCN=C(N)N)nn3)CC2)n1 | 30 | -17 | 6 | 85* | 3 | 58 | 1 | -31
30 | CCOC(=O)C1CCN(C(=O)c2cc3c(=O)n4ccccc4nc3s2)CC1 | -405 | 5 | -3 | 8 | 1 | 11 | -45 | 3
31 | CCc1noc(C)c1C(=O)OCC(=O)Nc1c(F)cccc1F | 4 | -5 | -1 | -1 | 1 | 11 | 3 | -11
32 | Cc1ccc(NC(=O)CN(C)C(=O)c2cc(S(=O)(=O)N(C)C)ccc2N2CCCC2)cc1 | 9 | -3 | -6 | -10 | -7 | 8 | -1 | -13
33 | Cc1ccc(NC(=O)NNC(=O)c2snnc2C)cc1 | 4 | -2 | -8 | 9 | 6 | -7 | 3 | 5
34 | N#Cc1c(N)nc(SCc2ccccn2)c(C#N)c1-c1cccs1 | -55 | -6 | -6 | 14 | 3 | -4 | -7 | -8
35 | COC(=O)[C@H](CCSC)NC(=O)Cn1cnc2c(NCc3ccccc3)ncnc21 | 12 | / | 9 | 10 | -2 | -4 | 0 | /
36 | COc1ccc(C)cc1NC(=O)c1cc2c(=O)n3ccccc3nc2n1C | -417 | 11 | 0 | -3 | -5 | 5 | -33 | 0
37 | Cc1ccc([N+](=O)[O-])cc1-c1[nH]c(-c2ccc(O)c(O)c2)nc1-c1ccccc1 | 16 | -7 | -9 | 18 | 7 | 8 | 4 | -21
38 | COC(=O)NNC(=O)c1ccc(Cl)cc1Cl | 23 | 0 | -1 | 7 | -6 | 6 | 2 | 8
39 | Cc1ccccc1C(=O)NNC(=O)c1cc(N)cc([N+](=O)[O-])c1 | 19 | 3 | 3 | 12 | -5 | -6 | 0 | 7
40 | Cc1nn(-c2ccccc2)c(C)c1/C=N/NC(=O)c1cc(C(C)(C)C)[nH]n1 | 26 | 17 | -1 | 4 | 1 | 1 | 2 | 7
41 | COc1ccc(N2CCN(S(=O)(=O)c3c(C)nc4scc(C)n4c3=O)CC2)cc1 | -5 | -7 | -24 | -3 | -1 | -12 | 0 | -17
42 | COc1ccc(CN(C(=O)COc2ccccc2)c2ccccc2C(=O)O)cc1 | 22 | -4 | 0 | -8 | -5 | -15 | 1 | 1
43 | CSc1ccc(C#N)cc1NC(=O)c1ccc(Cl)cc1 | 26 | 3 | 0 | 6 | -5 | 14 | 1 | -6
44 | CC(C)(C)c1nnc2sc(SCC(=O)N3CCc4ccccc43)nn2c1=O | 19 | -4 | -8 | 3 | -3 | -4 | 2 | -5
45 | Cc1cccc(C(=O)N[C@H](C(=O)Nc2cc(S(=O)(=O)N3CCCCC3)ccc2C)C(C)C)c1 | 21 | -11 | 0 | 17 | -2 | -5 | -1 | 12
46 | O=C(COC(=O)c1ccc(NS(=O)(=O)c2cccs2)cc1)Nc1nc2c(F)c(F)c(F)cc2s1 | -36 | / | / | / | 1 | -31 | -60 | /
47 | Cc1cccc(NC(=S)NC2CC3CCCC(C2)N3CC(C)C)c1C (stereo not drawn) | -6 | -2 | -2 | -6 | 1 | 4 | 2 | -4
48 | CCCS(=O)(=O)C(=C(Nc1ccc(OC)cc1)Nc1ccc(OC)cc1)S(=O)(=O)CCC | 9 | -6 | -3 | -6 | -2 | -4 | 3 | 4
49 | COc1ccc(CC(=O)NC2CC(C)(C)NC(C)(C)C2)cc1 | 22 | -8 | -13 | 5 | -1 | 5 | 0 | -14
50 | COC(=O)Nc1nc2c(s1)CCCC2 | 7 | -7 | -16 | 8 | -7 | 9 | 0 | -22
51 | O=C(NCc1ccc(C(F)(F)F)cc1)C1CC(c2c(Cl)cccc2Cl)=NO1 (stereo not drawn) | 13 | -3 | 2 | 12 | 6 | 5 | 2 | 0
52 | Nc1ccc(-c2nnc(-c3ccc(N)cc3)o2)cc1 | -302 | -11 | 7 | 8 | -2 | 6 | -19 | 1
53 | COc1ccc2nc(SCC(N)=O)[nH]c2c1 | 13 | 5 | 10 | 0 | -5 | -14 | -1 | -1
54 | Cc1ccc(C)c(NS(=O)(=O)c2cc(Br)cnc2N)c1 | -17 | -5 | 1 | 3 | 6 | 4 | 1 | -8
55 | COc1cccc(C(=O)/C=C2\Sc3ccccc3N2C)c1 | -401 | 60* | 50 | 18 | -9 | 82* | -144 | 10
56 | COCCNC(=O)C(=O)NCCN1CCOCC1 | 31 | -5 | -7 | -7 | -5 | -10 | 3 | -14

Next part.
item | mol | SENP8 block-2 | SENP8 block-1 | SENP7 block | Apaf-1 inh | HKDC1 inh | PfGluPho inh | SENP1 FRET inh | SENP6 block
57 | CCCc1ccc(C(=O)NNc2ccccc2F)cc1 | 20 | -2 | -3 | -4 | 2 | 14 | 3 | 15
58 | Cc1ccsc1-c1n[nH]c(=S)n1C1CCCCC1 | 4 | -8 | -2 | 19 | -2 | 51 | 3 | -6
59 | Cn1c(/C(C#N)=C(\O)COc2ccc3ccccc3c2)nc2ccccc21 | -25 | -6 | 0 | 4 | 3 | -2 | -3 | -6
60 | COc1ccc(Cl)cc1-n1c(=S)sc2c(=O)[nH]c(SCC(=O)NCCC(C)C)nc21 | 18 | 14 | 4 | 9 | 3 | -39 | 1 | 9
61 | COc1cccc(OCC(=O)Nc2cc(Cl)ccc2Oc2ccccc2)c1 | 6 | 7 | 8 | 17 | -6 | 3 | 2 | 11
62 | CC(C)(C)c1ccc(C(=O)Nc2c3c(nn2C(C)(C)C)CS(=O)(=O)C3)cc1 | -4 | -12 | 13 | 8 | 2 | 7 | -2 | -4
63 | COc1ccc(-c2cc(C(=O)N3CCN(c4ccccn4)CC3)c3ccccc3n2)cc1 | -302 | / | / | / | -4 | 10 | 0 | /
64 | COC(=O)c1ccc(C(=S)N2CCCCC2)cc1 | 14 | -8 | -5 | -3 | -5 | -23 | 5 | -10

High-throughput results: PubChem, Sanford-Burnham Center for Chemical Genomics
